# Screening results from PubChem BioAssay.
# IL1B cytotox: toxic to HUVEC cells under IL-1B stimulation; AID 845; cell count reduction, % at 2 µM; hit rate 0.41% among 94,000; HUVEC cell count loss, Hoechst imaging, IL-1B stimulated;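 active = cell count reduction more than 3 SD above the screen-wide mean, cut at about 70% in these data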;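 note: normalized per plate to untreated control cells as the no-loss baseline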
# Plk1 PBD FP: inhibitors of human Plk1 polo box domain binding | hit rate 0.13% among 97,000 | inhibition, %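 (tested at about 20 µM)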 | P53350 | Plk1 PBD phosphopeptide binding, fluorescence polarization; in the data active = inhibition above about 34%, passing the limit was not always enough
# Target sequence (P53350 whole entry, looked up, the tested form may be a part): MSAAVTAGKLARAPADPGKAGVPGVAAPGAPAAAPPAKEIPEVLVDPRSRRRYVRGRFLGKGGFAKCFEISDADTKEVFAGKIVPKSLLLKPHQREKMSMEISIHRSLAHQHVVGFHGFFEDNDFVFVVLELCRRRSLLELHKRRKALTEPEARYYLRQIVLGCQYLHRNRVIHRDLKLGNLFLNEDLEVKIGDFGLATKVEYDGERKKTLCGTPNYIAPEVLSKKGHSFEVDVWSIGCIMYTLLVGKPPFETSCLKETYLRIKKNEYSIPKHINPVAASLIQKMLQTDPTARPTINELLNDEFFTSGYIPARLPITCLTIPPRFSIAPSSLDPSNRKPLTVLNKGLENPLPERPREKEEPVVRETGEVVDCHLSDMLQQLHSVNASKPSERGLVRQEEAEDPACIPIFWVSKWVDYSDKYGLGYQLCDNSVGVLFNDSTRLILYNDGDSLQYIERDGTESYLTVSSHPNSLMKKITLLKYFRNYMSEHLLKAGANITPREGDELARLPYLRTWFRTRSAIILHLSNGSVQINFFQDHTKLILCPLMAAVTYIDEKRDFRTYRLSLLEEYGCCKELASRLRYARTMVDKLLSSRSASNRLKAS
# HUVEC tox TNFa: HUVEC cytotoxicity counter-screen, TNF alpha stimulated. AID 848. cell count reduction, % at 2 µM. HUVEC TNFalpha-stimulated, Hoechst cell count, imaging. hit rate 0.17% among 93,000;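 active = cell count reduction exceeding the screen mean by over 5 SD, scaled to untreated wells per plate, cut at about 78% in these data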;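 note: cells counted after 24 h of TNF alpha exposure following the 1 h pretreatment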
# F-actin modifier: alters cytoskeleton assembly in HUVEC cells. HUVEC TNFa F-actin phalloidin imaging, high content. hit rate 0.18% among 91,000. inhibition, % at 2 µM;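 active = inhibition above the batch mean plus 3 SD and confirmed as a hit by visual image inspection, cut at about 30% in these data, passing the limit was not always enough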; note: strong numbers were not always called active
# DAT uptake mod: changed human dopamine transporter uptake under cocaine IC80 | LLC-PK1 hDAT cells, [14C]-dopamine uptake with cocaine IC80; actives deviate in either direction | B-score at 10 µM | hit rate 1.3% among 110,000 | AID 449768;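 active = Z score or B-score, a plate-position-corrected score, falls beyond the plate's 99.7% confidence bounds, in either direction; inactive = both scores lie inside the 99.7% bounds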;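 note: scored against the spread of the other compound wells on the same plate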
# VCAM1 TNFa inh: reduces TNF alpha induced VCAM1 expression in HUVEC; HUVEC TNFa-induced VCAM-1 immunofluorescence, high-content imaging; inhibition, % at 2 µM; hit rate 0.48% among 95,000;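 active = inhibition above the batch mean plus 3 SD, with images confirmed as a hit by eye, cut at about 37% in these data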;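 note: 0% = TNF-stimulated DMSO wells and 100% = unstimulated control wells; not every result past the cut was called active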
# sEH inh: blocks human soluble epoxide hydrolase activity | recombinant human sEH enzymatic activity assay | inhibition, % at 2 µM | hit rate 0.34% among 91,000 | AID 707; in the data active = inhibition above about 80%; note: values of inactives mirror those of a sister screen read the other way; many of its hits are not listed in these tables
# PLK1 kinase inh: inhibitors of human PLK1 kinase | hit rate 0.53% among 97,000 | inhibition, % at 10 µM | recombinant PLK1 kinase, TR-FRET peptide phosphorylation | P53350;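 active = inhibition of 50% or more in the single-concentration screen; inactive = inhibition below 50%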;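 note: 0% = DMSO max control and 100% = H-89 dihydrochloride min control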
# Ecoli WT expand: growth inhibitors of E. coli BW25113 wild type. OD600 absorbance. growth inhibition, % at 100 µM. hit rate 0.15% among 98,000;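 active = growth inhibition above about 50% at one test dose, limit read from the data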;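 note: growth measured after 20 h incubation at 37 °C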
# Starred values were filed as active, the others as inactive; . = no result given.
SMILES,IL1B cytotox,Plk1 PBD FP,HUVEC tox TNFa,F-actin modifier,DAT uptake mod,VCAM1 TNFa inh,sEH inh,PLK1 kinase inh,Ecoli WT expand
Nc1c(C(=O)NCC2CCCO2)sc(=S)n1-c1ccccc1 (stereo unspecified),-72,26,-7,-12,-1.3,-26,4,-9,-2
Cc1cccc(C)c1Nc1nnc(SCc2cc([N+](=O)[O-])cc3c2OCOC3)s1,-5,-7,-27,1,-0.57,-4,-2,4,-10
CCCCCCCOC1(c2ccccc2)OC(=O)c2ccccc21 (stereo unspecified),-28,12,-7,5,0.1,10,-5,-9,1
CCC(=O)c1ccc(OCC(=O)O)cc1,-18,21,-12,-11,-1.8,10,.,-3,-9
CCOCC(=O)Nc1nnc(SCCOC)s1,-5,-1,19,12,-0.27,24,14,52*,1
CCCC(=O)c1cc2c(cc1NC(=O)c1cccs1)OCCO2,6,-19,-12,12,0.74,2,7,-8,-2
CCOC(=O)c1[nH]c2ccc(OC)cc2c1NC(=O)OC,2,-3,14,0,-0.31,-3,-13,-14,-1
COc1cccc(/C=N/NC(=O)c2csc(-n3nc(C)cc3C(F)(F)F)n2)c1,2,8,-16,-23,1.8,16,17,-8,-19
CC(C)[C@H](N)c1nnc(SCC(=O)c2ccc(Cl)cc2)o1,-11,6,-2,-13,1.2,5,1,0,2
CC(C)COc1cc(=O)[nH]c(SCC(C)C)n1,10,2,6,6,0.74,20,0,-15,9
COc1cc2c(cc1NS(=O)(=O)N1CCCCC1)oc1ccccc12,-1,-7,-1,14,0.56,-25,-9,-2,-9
CCCCc1nc(NCCNC(=O)c2ccccc2)c(C#N)c2c1CSC(C)(C)C2,-44,-5,-18,-14,0.19,4,8,2,-3
C1CCC(c2nn3c(-c4n[nH]c5c4CCC5)nnc3s2)CC1,2,-19,-12,-17,0.58,-6,-7,1,9
N#Cc1cc2c(nc1SCC(=O)Nc1sc3c(c1C#N)CCC3)CCCCCC2,-10,-19,10,-15,2.6*,2,-3,1,-15
COc1ccc(COCC(O)CN2CCOCC2)cc1OC (stereo unspecified),36,6,3,-2,0.29,-11,-16,-9,1
Cc1cc(C)n(CNc2nc(C(F)(F)F)cs2)n1,-11,-17,-1,7,-1.9,-13,16,-10,0
O=C1CN=C(Nc2ccccc2Cl)N1Cc1ccc2c(c1)OCO2,10,3,3,-10,1.3,16,14,-4,.
COc1ccc(Nc2oc(-c3ccccc3Cl)nc2C#N)cc1,-43,42*,-40,23,0.017,16,9,-3,4
CCCSC(=S)NC1CCS(=O)(=O)C1 (stereo unspecified),.,14,-10,-7,0.033,4,-4,-11,33
Cc1ccccc1CN(c1ccc(C(=O)N2CCc3ccccc3C2)cc1)S(C)(=O)=O,-6,-24,-7,10,-3.2*,11,-6,-9,-4
Cc1nn(-c2ccccc2)c2sc(C(=O)OCc3nnc(-c4ccccc4)o3)cc12,-58,-7,-18,3,.,2,-2,-6,-8
CCN(CC)CCOC(=O)c1cccc(OC)c1,12,-8,72,-54,-1.2,26,-5,-13,-7
CC(=O)Nc1ccc(S(=O)(=O)N2CCCN(S(=O)(=O)c3ccc(NC(C)=O)cc3)CC2)cc1,4,-2,60,-26,-0.44,32,2,-17,-9
Cc1ccc(NC(=O)c2cc3nc(C)cc(C)n3n2)cc1,1,-21,4,-18,-0.31,-3,-9,-1,-4
COC(=O)C1CCN(C(=O)C23CCC(C)(C(=O)O2)C3(C)C)CC1 (stereo unspecified),14,-12,-11,15,-2,1,5,-13,3
Cc1[nH]c2ccccc2c1C1(O)C(=O)N(Cc2ccc3c(c2)OCO3)c2ccccc21 (stereo unspecified),-41,7,-23,0,.,12,-18,-14,1
O=C(Nc1nc(NC(=O)c2ccco2)n(-c2ccccc2)n1)c1ccccc1,4,-20,-8,4,0.43,4,-2,-16,25
CCOc1ccc(NC(C)c2cc(Cl)ccc2O)cc1 (stereo unspecified),-15,-7,6,-6,-0.68,4,6,-8,14
O=C(c1ccccc1)c1nn(-c2cccc(Cl)c2)c2nc(-c3ccccc3)cc(=O)n12,-20,23,-1,2,.,15,5,-12,-12
CC(C)(C)C(=O)N1CCCC1C(=O)O (stereo unspecified),0,-30,-12,.,0.058,-2,-3,-1,6

# Of the compounds above, these have a furan ring, fused or not:
SMILES,IL1B cytotox,Plk1 PBD FP,HUVEC tox TNFa,F-actin modifier,DAT uptake mod,VCAM1 TNFa inh,sEH inh,PLK1 kinase inh,Ecoli WT expand
COc1cc2c(cc1NS(=O)(=O)N1CCCCC1)oc1ccccc12,-1,-7,-1,14,0.56,-25,-9,-2,-9
O=C(Nc1nc(NC(=O)c2ccco2)n(-c2ccccc2)n1)c1ccccc1,4,-20,-8,4,0.43,4,-2,-16,25

# Later entries
SMILES,IL1B cytotox,Plk1 PBD FP,HUVEC tox TNFa,F-actin modifier,DAT uptake mod,VCAM1 TNFa inh,sEH inh,PLK1 kinase inh,Ecoli WT expand
CC(C)(C)NC(=O)C(c1ccco1)N(Cc1ccc2c(c1)OCO2)C(=O)Cn1nnc2ccccc21 (stereo unspecified),8,14,-30,18,-0.66,10,-4,-10,-8
Cc1ccc(N2CCN(/N=C/c3sccc3C)CC2)cc1,-13,6,-3,2,1.1,-5,5,-15,-11
CCc1c(C)nc(SCCOc2ccc(OC(C)C)cc2)[nH]c1=O,14,2,-10,14,-0.013,-13,2,-15,7
N#Cc1nc(-c2ccco2)oc1N1CCN(c2cccc(Cl)c2)CC1,.,-12,35,0,-0.49,-4,-7,-3,-21
CCOc1ccc(NC(=O)CN2CCN(CC(=O)Nc3ccc4c(c3)OCO4)CC2)cc1,-5,2,-1,-8,-0.94,5,9,1,-15
O=C(Cn1cccc1C(=O)c1ccccc1)NCc1ccco1,-18,4,-14,-4,-0.8,-10,-7,-5,-2
CN(C)C=Nc1nonc1N,0,-20,-12,28,-0.72,4,4,-5,-1
CCN(CC)S(=O)(=O)c1ccc(-c2nnc(SCC(C)=O)o2)cc1,1,10,-26,.,-0.005,6,-6,-5,6
Cc1cc2c(C)nc(-c3ccccc3)nc2o1,-26,0,-7,20,0.59,0,6,-8,-1
COc1ccc(OC)c(C2N(c3cc(C)on3)C(=O)C3CCCN32)c1 (stereo unspecified),-26,-5,-14,.,0.002,10,-6,-1,3
CCCOc1ccc(/C=C/C(=O)Nc2ccc([N+](=O)[O-])cc2C)cc1OC,0,-14,0,-14,-0.69,-9,12,-8,3
N#Cc1c(C(F)(F)F)cc(-c2ccccc2)nc1SCCN1CCOCC1,-37,-11,2,-18,0.6,0,18,-13,-4
COc1ccc(C(=S)Nc2ccccc2)cc1,-30,27,-4,3,.,2,5,-5,4
C=CCc1ccccc1OCC(O)Cn1ccnc1C (stereo unspecified),1,24,-7,-36,-0.28,-5,24,18,20
COc1ccc(C(=O)OCC(=O)Nc2ccc(F)c(F)c2)cc1OC,0,30,-9,-5,-0.36,1,11,-14,3
Cc1cc(C)nc(N(C#N)Cc2cccc3ccccc23)n1,7,-1,11,-26,0.86,-5,-10,-3,-4
Cc1ccccc1OCCOc1cccc(/C=N/NC(=O)Cc2nnc(N)s2)c1,21,25,-6,-3,-0.61,0,18,-7,-6
Cc1ccc(NC(=S)c2nc3ccccc3s2)cc1,16,6,-8,-12,-0.45,15,3,-12,-10
CCOC(=O)C1=C(C)NC(=O)NC1c1cc(C)sc1C (stereo unspecified),-18,-10,-19,-14,0.77,22,0,-6,-8
CC(C)Cn1c(-c2csc3ccccc23)n[nH]c1=S,5,-14,-18,37,.,12,13,-2,21
CCN1C(=O)C(CC(=O)NCc2ccc(Cl)cc2)N(CC)C1=O (stereo unspecified),1,3,-8,-2,0.39,-35,-19,-11,-1
CCCNc1[nH]c(=O)n(C)c(=O)c1N=O,-8,-4,12,-6,0.36,14,0,0,4
O=C1c2sc3nc4c(c(=O)n3c2C(=O)N1c1ccccc1)CCC4,-13,-6,-12,-10,1.1,-2,6,-12,4
CC(C)C(OC(=O)c1ccco1)C(=O)NCc1ccccc1 (stereo unspecified),34,-4,1,10,-0.9,16,-12,-13,6
CCN(CC)S(=O)(=O)c1ccc2oc(C(=O)N3CCOCC3)c(C)c2c1,10,-3,-27,12,0.98,4,0,-6,-4
Cc1cc(NC(=O)Cn2cnc3c(cnn3C(C)(C)C)c2=O)no1,-26,-2,2,-4,0.63,-7,0,-12,-18
COc1ccc2c(c1)CCc1sc(NC(=O)c3ccc(C)cc3)nc1-2,-25,2,2,-12,0.00056,3,-3,-16,-10
CCOC(=O)c1nc2sc(C)c(C)c2c(=O)[nH]1,-33,21,-28,13,0.093,8,-11,-8,-5
COC(=O)C1=C(N)Oc2cc(C)n(Cc3cccnc3)c(=O)c2C1c1ccc(OC)c(OC)c1 (stereo unspecified),-7,3,7,-16,.,-11,-13,-3,1
COc1ccc(C)cc1S(=O)(=O)N(CC(=O)N1CCCC1)c1ccccc1,12,-16,-4,-1,-0.097,-4,-4,-7,5

# Full records as entered above. Screens in order: IL1B cytotox	Plk1 PBD FP	HUVEC tox TNFa	F-actin modifier	DAT uptake mod	VCAM1 TNFa inh	sEH inh	PLK1 kinase inh	Ecoli WT expand
# Listed for CC(C)(C)C(=O)N1CCCC1C(=O)O (stereo unspecified) : 0	-30	-12	.	0.058	-2	-3	-1	6
# Listed for CC(C)(C)NC(=O)C(c1ccco1)N(Cc1ccc2c(c1)OCO2)C(=O)Cn1nnc2ccccc21 (stereo unspecified) : 8	14	-30	18	-0.66	10	-4	-10	-8
# Listed for CCN(CC)S(=O)(=O)c1ccc(-c2nnc(SCC(C)=O)o2)cc1 : 1	10	-26	.	-0.005	6	-6	-5	6

# Next part.
SMILES,IL1B cytotox,Plk1 PBD FP,HUVEC tox TNFa,F-actin modifier,DAT uptake mod,VCAM1 TNFa inh,sEH inh,PLK1 kinase inh,Ecoli WT expand
Cc1cccc(NC(=O)CSc2ncnc3nc[nH]c23)c1,-78,21,1,1,0.19,-4,-1,55*,-3
COc1ccc(Cn2nnnc2C(C(C)C)N2CCN(c3ccccc3OC)CC2)cc1 (stereo unspecified),-2,23,-34,20,0.37,-23,-12,-4,-15
CN(C)S(=O)(=O)c1cccc(C(=O)N(Cc2ccc(F)cc2)Cc2ccco2)c1,8,-27,0,20,-1,2,0,0,-17
CC1CC(N(C(=O)c2ccccc2Cl)c2ccccc2)c2ccccc2N1 (stereo unspecified),-23,-1,-28,3,.,12,7,7,-7
C=CCn1c(SCn2nnc3ccccc3c2=O)nnc1-c1ccc(Cl)cc1,-1,7,-2,13,-0.13,-6,4,-11,-13
CC(C)CC(=O)Nc1sc2c(c1C#N)CC(C)(C)NC2(C)C,-22,-27,-9,7,0.23,3,-2,-10,1
CCOC(=O)c1c(NC(=O)COC)sc2c1CCCC2,-30,13,-12,-2,0.65,20,-2,-7,0
Cc1ccc(-n2nc(C(=O)N3CCOCC3)cc2-c2ccc(Cl)cc2)cc1,-16,-16,9,40,0.99,-8,4,1,-1
CC1CCC(NC(=O)c2ccc(CS(=O)(=O)Cc3ccccc3F)o2)CC1 (stereo unspecified),-40,-4,-20,.,0.88,0,67,-2,4
Cc1ccc(S(=O)(=O)CCc2nnc(N)s2)cc1,1,-6,13,-1,-0.66,19,11,-7,3
N#Cc1ccccc1NC(=O)c1ccc(-c2ccccc2Cl)o1,4,-3,14,-8,-0.44,-22,-1,-8,-10
CCOC(=O)C1CCN(Cc2coc3ccc(Cl)cc3c2=O)CC1,-11,-6,-10,-17,0.18,-1,-9,-13,13
CC(C)CCN(C)C1CCN(C(=O)Nc2c(F)cccc2F)CC1,-7,1,-37,1,-0.68,11,-4,-6,4
CCCCC(=O)Nc1ccc2c(c1)nc(CCN1CCOCC1)n2C,6,-6,51,-7,-0.98,15,13,0,4
CN(C(=O)c1ccccn1)c1nnc(-c2ccccn2)s1,-22,16,.,-3,-0.43,.,10,-15,1
C[C@@H](C(=O)Nc1nc(-c2ccccn2)cs1)N1C(=O)C2CCCCC2C1=O (stereo partly specified),-5,2,-3,2,-0.031,-3,-4,-6,0
O=C(c1cc2ccccc2oc1=O)N1CCN(c2ccc(N3CCOCC3)nn2)CC1,-16,9,-8,6,0.54,16,0,-14,-1
CCc1nc2ccccc2n(CCOCCOCCn2c(=O)c(CC)nc3ccccc32)c1=O,-19,11,-3,-8,1.8,-10,-17,4,12
